# TROY NFkB inh: blocks TROY-dependent signaling in reporter cells | inhibition, % at 10 µM | Q293 LMP1-TROYcd NF-kB luciferase reporter, 4 h | AID 1347056 | 360,000 compounds, 0.98% hits;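 active means compounds whose plate-normalised and pattern-corrected inhibition of the luciferase reporter signal at the single screening dose is 50% or more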
# EBV LMP1 NFkB: reduces LMP1-driven NF-kappaB luciferase signal; LMP1-induced NF-kappaB luciferase reporter cells, luminescence; inhibition, % at 12.5 µM; 350,000 compounds, 0.69% hits; AID 504558; in the data active means inhibition above about 41%;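 further: 0% = neutral control wells and 100% = reference inhibitor control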
# SRC2 inh: human SRC2 (NCOA2) inhibition; Q15596; HEK293 GAL4-SRC2 luciferase reporter, luminescence; inhibition, % at 9 µM; 370,000 compounds, 0.17% hits; AID 651957;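 active means inhibition above the mean inhibition of all tested compounds plus 3 SD, set per campaign, cut at about 52% in these data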;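 further: 0% = DMSO treated cells and 100% = cells given Gossypol at 36 µM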
# Target sequence (Q15596 whole entry, looked up, the tested form may be a part): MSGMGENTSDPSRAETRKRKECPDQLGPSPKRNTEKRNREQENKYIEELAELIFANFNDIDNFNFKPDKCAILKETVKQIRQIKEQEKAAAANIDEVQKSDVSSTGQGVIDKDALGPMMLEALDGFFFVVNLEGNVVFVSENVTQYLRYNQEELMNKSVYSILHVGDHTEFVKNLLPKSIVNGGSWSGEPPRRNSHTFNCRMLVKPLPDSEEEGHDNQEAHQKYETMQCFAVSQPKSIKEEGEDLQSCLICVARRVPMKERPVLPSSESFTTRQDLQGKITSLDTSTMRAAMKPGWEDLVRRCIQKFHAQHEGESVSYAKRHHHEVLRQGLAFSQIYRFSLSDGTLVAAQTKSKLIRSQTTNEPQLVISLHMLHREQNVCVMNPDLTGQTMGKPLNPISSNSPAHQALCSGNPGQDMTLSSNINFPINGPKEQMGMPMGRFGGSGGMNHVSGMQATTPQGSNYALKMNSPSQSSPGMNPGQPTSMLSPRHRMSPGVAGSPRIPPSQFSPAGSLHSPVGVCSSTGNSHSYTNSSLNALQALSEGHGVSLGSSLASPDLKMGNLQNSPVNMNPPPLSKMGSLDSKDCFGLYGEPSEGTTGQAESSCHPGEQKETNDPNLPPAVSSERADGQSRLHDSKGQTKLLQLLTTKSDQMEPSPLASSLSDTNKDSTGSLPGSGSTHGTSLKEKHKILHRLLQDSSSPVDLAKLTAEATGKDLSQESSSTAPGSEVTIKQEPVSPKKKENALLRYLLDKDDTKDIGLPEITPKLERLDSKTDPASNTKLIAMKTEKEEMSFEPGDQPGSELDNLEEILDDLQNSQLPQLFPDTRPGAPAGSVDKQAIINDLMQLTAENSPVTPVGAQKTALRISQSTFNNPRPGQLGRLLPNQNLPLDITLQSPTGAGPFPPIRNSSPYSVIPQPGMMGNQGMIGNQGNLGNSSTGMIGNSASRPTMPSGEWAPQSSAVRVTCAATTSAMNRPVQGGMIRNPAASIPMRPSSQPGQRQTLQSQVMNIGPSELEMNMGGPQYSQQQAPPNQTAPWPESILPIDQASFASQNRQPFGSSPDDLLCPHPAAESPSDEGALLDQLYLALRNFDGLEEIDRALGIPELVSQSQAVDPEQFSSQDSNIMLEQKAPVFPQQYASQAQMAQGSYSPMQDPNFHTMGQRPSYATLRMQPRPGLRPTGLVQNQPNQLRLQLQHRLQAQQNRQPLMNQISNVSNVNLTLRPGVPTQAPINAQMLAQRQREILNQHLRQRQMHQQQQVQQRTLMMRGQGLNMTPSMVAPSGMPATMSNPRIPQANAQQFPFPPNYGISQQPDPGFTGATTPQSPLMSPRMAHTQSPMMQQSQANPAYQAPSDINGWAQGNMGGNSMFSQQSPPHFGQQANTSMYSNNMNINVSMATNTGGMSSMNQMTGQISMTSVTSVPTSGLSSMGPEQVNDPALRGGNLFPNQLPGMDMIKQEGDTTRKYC
# NR2F2 inh: inhibitors of human COUP-TFII (NR2F2); inhibition, % at 8.6 µM; HEK293T NGFI-A luciferase reporter, luminescence; P24468; 370,000 compounds, 0.7% hits;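 active means inhibition above a per-plate cutoff, mean inhibition of test wells between control levels plus 3 SD, cut at about 38% in these data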;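 further: cells cotransfected with COUP-TFII expression vector driving the NGFI-A reporter; 0% = median of COUP-TF2 test wells and 100% = reporter-only cells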
# LRH-1 inv ag: NR5A2 inverse agonism in reporter assay. HEK293T StAR-luciferase reporter, LRH-1 transfected, 24 h. inhibition, % at 3.6 µM. 360,000 compounds, 0.13% hits. AID 602396;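 active means inhibition above the mean inhibition of all tested compounds plus 3 SD, cut at about 73% in these data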;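 further: 0% = DMSO wells and 100% = reporter-only cells lacking LRH-1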
# KKLEB cytotox: reduces viability of KKLEB cystic fibrosis airway cells. KKLEB CF airway cells viability, ATPlite luminescence, overnight; active compounds read low; cells stimulated with P. aeruginosa culture filtrate. activity change (cytotoxicity), % at 5 µM. 360,000 compounds, 0.36% hits. AID 602141;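 active means corrected activity change at or below -50% at 5 µM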
# TWEAK-Fn14 inh: inhibitors of TWEAK-Fn14 interaction signaling | inhibition, % at 10 µM | AID 1159606 | TWEAK-stimulated Fn14 reporter cells, luciferase luminescence, 8 h | 360,000 compounds, 2% hits; in the data active means inhibition above about 50%
# SRC3 inh: human NCOA3 inhibition; Q9Y6Q9; HEK293 GAL4-SRC3 luciferase reporter, luminescence; inhibition, % at 3.6 µM; 360,000 compounds, 0.17% hits;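 active means inhibition above a per-campaign cutoff, the mean of all compounds plus 3 SD, cut at about 60% in these data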;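 further: 0% = DMSO-treated cells and 100% = gossypol-treated cells at 36 µM; higher means less SRC3-driven luciferase light from the GAL4 reporter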
# C8 TRAIL sens: caspase-8 TRAIL sensitization; 360,000 compounds, 1% hits; inhibition (viability loss, TRAIL sensitization), % at 10 µM; AID 624354; NB7+C8 cells + TRAIL, ATPlite viability luminescence;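 active means compounds causing at least 50% loss of cell viability in the single-dose screen, relative to plate controls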
# NCOA1 inh: inhibits human SRC1 coactivator | Q15788 | HEK293 GAL4-SRC1 luciferase reporter, luminescence | inhibition, % at 3.6 µM | 360,000 compounds, 0.12% hits;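 active means inhibition above the campaign mean plus 3 SD, with each screening campaign given its own cutoff, cut at about 60% in these data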;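 further: 0% = DMSO treated cells and 100% = gossypol at 36 µM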
# CF NFkB block: blocks PAF-induced NF-kB reporter in cystic fibrosis cells. KKLEB NF-kB-GFP reporter, GFP fluorescence overnight. inhibition, % at 5 µM. 360,000 compounds, 0.86% hits;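 active means at least 50% inhibition at 5 µM, scaled per plate between neutral and stimulator controls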;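 further: PAF is a Pseudomonas aeruginosa culture filtrate used as stimulus; plate controls were PAF-stimulated DMSO wells for no effect and unstimulated DMSO wells for full effect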
# * hit, by the source's call; nt = no result given. An excerpt; count on the stated rates, not on these rows.
SMILES,TROY NFkB inh,EBV LMP1 NFkB,SRC2 inh,NR2F2 inh,LRH-1 inv ag,KKLEB cytotox,TWEAK-Fn14 inh,SRC3 inh,C8 TRAIL sens,NCOA1 inh,CF NFkB block
Fc1ccccc1CCNCc1cccc2ccccc12,-25.6,-1.7,16.1,-4.7,-2.8,-0.8,-12.8,5.0,8.0,-8.0,-7.5
CC(=O)N1N=C2C3CCN(CC3)C2C1c1cccc2ccccc12 (stereo unspecified),-1.2,-6.8,-30.6,16.7,-21.9,1.1,0.5,-26.1,-4.9,15.8,17.8
Cc1ccc(-n2c(/C=C/c3ccccn3)nc3ccccc3c2=O)cc1,-10.4,-0.3,-8.1,4.7,22.3,1.2,32.5,14.4,-4.8,-7.5,-10.1
CC(C)C[C@H]1COc2cccc(N3CCN(C)CC3)c2S(=O)(=O)N1,-5.7,nt,0.1,4.9,-22.6,nt,29.6,nt,-3.2,nt,nt
NC(Cc1ccccc1)Cc1ccccc1,-13.0,2.8,5.9,-16.3,4.7,-4.7,-0.9,27.4,3.3,14.7,1.4
O=C(CCl)Nc1nccs1,2.4,0.5,33.0,-13.4,-2.5,-9.9,-11.2,1.4,23.2,-33.3,-27.9
COc1ccc2c(c1)CC1(CN2C)C(=O)NC(=O)N(CCc2ccccc2)C1=O (stereo unspecified),-8.9,2.7,-4.4,-0.5,-3.9,9.9,11.8,-7.5,-1.9,-22.6,-11.6
O=P(C(=Nc1ccc(Cl)cc1)N1CCOCC1)(N1CCOCC1)N1CCOCC1,8.3,11.7,8.5,-16.4,-9.1,0.2,-6.1,8.9,-5.2,-14.0,3.8
O=C(OCC(=O)c1ccc([N+](=O)[O-])cc1)/C(=C\c1ccc(Cl)cc1)NC(=O)c1ccccc1,-37.7,-4.5,-10.4,9.8,6.1,-5.3,-5.3,3.7,2.5,-15.8,-10.6
N=C1c2ccccc2CN1NC(=O)c1ccc(Br)cc1,0.7,14.3,-8.1,-11.5,-1.4,8.9,-15.3,10.1,-11.6,8.8,-2.1
NS(=O)(=O)c1nc[nH]c1[N+](=O)[O-],-1.8,-6.3,17.4,-11.6,-11.9,1.3,-4.3,-11.4,-3.0,-7.3,-7.8
CC(c1ccccc1)n1cncc1C(=O)O (stereo unspecified),17.0,-7.6,0.5,2.2,6.8,4.7,-9.0,-3.1,-8.3,0.4,-4.2
NC(=O)CSP(=O)(c1ccccc1)c1ccccc1,3.0,2.6,-4.7,-10.5,-1.2,10.5,9.6,9.7,-7.4,0.3,0.2
COC(=O)C1=C(c2ccc(-c3ccccc3)c(F)c2)C[C@@H]2CC[C@H]1N2C(=O)N1CCCCC1,22.7,25.3,44.8,63.9*,38.0,3.1,5.5,43.3,3.5,13.7,29.1
CC(C)C(=O)Nc1ccc(S(=O)(=O)N2CC3CC(C2)c2cccc(=O)n2C3)cc1 (stereo unspecified),-3.8,8.6,-4.1,13.2,-0.6,4.3,-0.4,15.1,-2.6,-3.0,1.6
COC(=O)C1=C(c2ccc(C(C)=O)cc2)C[C@@H]2CC[C@H]1N2C(=O)NCc1ccc2c(c1)OCO2,8.4,5.5,0.0,9.1,-1.0,2.7,3.7,-9.0,7.1,-13.7,-3.5
CC1CCCCN1C(=O)c1ccc(N2CC3CC(C2)c2cccc(=O)n2C3)c([N+](=O)[O-])c1 (stereo unspecified),15.3,0.8,-7.7,-11.6,-11.0,-10.7,0.3,10.4,0.1,-17.5,9.4
COc1cc2c(cc1OC)-c1c(OC)c(OC)cc3c1C(C2)N(C)CC3 (stereo unspecified),2.5,-0.6,-23.5,-30.7,36.5,-4.0,-19.0,20.8,3.9,-11.1,-111.0
O=S(=O)(c1ccccc1)N1Cc2ccccc2-n2nncc2C1,-32.0,-4.7,6.7,12.0,-7.4,-2.3,-45.1,5.7,5.7,11.8,1.0
CC12CC[C@H]3[C@@H](CCC4(O)C[C@H](O)CCC34/C=N/NC(=O)c3ccccc3O)C1(O)CCC2C1=CC(=O)OC1 (stereo partly specified),-7.3,-5.9,-54.6,-16.2,24.4,17.7,-25.1,6.2,33.9,4.5,-12.8
O=c1[nH]c2ccccc2n1C1CCN(C(c2nnnn2Cc2ccccc2)C2CC2)CC1 (stereo unspecified),17.1,nt,1.1,17.9,17.9,-79.2*,28.8,38.9,-5.7,21.7,86.1*
Cc1nn(Cc2c(Cl)cccc2Cl)c(Cl)c1C(=O)O,0.7,-3.6,21.9,-0.2,6.2,-2.0,0.1,4.9,-6.1,4.5,9.3
CCCCCCN1CCN(c2ccc(Cl)cc2)CC1,-0.7,-4.5,-16.7,2.0,1.9,6.2,-0.9,22.9,9.5,5.6,-3.7
O=[N+]([O-])c1cc(-n2cnnn2)c(O)c([N+](=O)[O-])c1,-36.7,8.6,-3.4,3.1,9.2,6.5,26.0,14.4,-1.8,-5.9,-26.6
COP(=O)(OC)C(NC(=O)C(C)(C)C)=C(Cl)Cl,3.3,0.3,2.5,13.9,4.4,7.2,-5.4,14.8,0.6,-1.3,-10.2

# Four compounds picked at random from those above:
SMILES,TROY NFkB inh,EBV LMP1 NFkB,SRC2 inh,NR2F2 inh,LRH-1 inv ag,KKLEB cytotox,TWEAK-Fn14 inh,SRC3 inh,C8 TRAIL sens,NCOA1 inh,CF NFkB block
NC(Cc1ccccc1)Cc1ccccc1,-13.0,2.8,5.9,-16.3,4.7,-4.7,-0.9,27.4,3.3,14.7,1.4
CC(C)C[C@H]1COc2cccc(N3CCN(C)CC3)c2S(=O)(=O)N1,-5.7,nt,0.1,4.9,-22.6,nt,29.6,nt,-3.2,nt,nt
COC(=O)C1=C(c2ccc(-c3ccccc3)c(F)c2)C[C@@H]2CC[C@H]1N2C(=O)N1CCCCC1,22.7,25.3,44.8,63.9*,38.0,3.1,5.5,43.3,3.5,13.7,29.1
NS(=O)(=O)c1nc[nH]c1[N+](=O)[O-],-1.8,-6.3,17.4,-11.6,-11.9,1.3,-4.3,-11.4,-3.0,-7.3,-7.8

# The listing continues.
SMILES,TROY NFkB inh,EBV LMP1 NFkB,SRC2 inh,NR2F2 inh,LRH-1 inv ag,KKLEB cytotox,TWEAK-Fn14 inh,SRC3 inh,C8 TRAIL sens,NCOA1 inh,CF NFkB block
C=CCn1c(O)c(/C=N/NC(=O)c2ccncc2)c(=O)[nH]c1=O,4.0,1.8,-15.9,-8.8,11.8,-1.3,12.7,15.1,-23.7,9.8,-4.5
CN1CCN(c2ccc(S(=O)(=O)C(F)(F)F)cc2[N+](=O)[O-])CC1,11.9,0.8,-9.3,7.2,2.3,-1.3,-15.1,14.3,20.5,-21.8,0.4
O=C(CN1CCCC1=O)NCCc1ccccc1,13.8,4.2,-34.0,1.5,4.3,-3.7,-2.7,11.7,-11.7,10.8,-8.5
O=C(c1ccccc1F)c1cn(Cc2ccccc2)c2ccccc12,10.2,-5.4,-0.2,-15.4,16.0,-0.4,10.5,16.4,-20.7,10.7,-4.7
COc1ccc(N2C(=O)/C(=C/c3ccc(N(C)C)o3)C(=O)NC2=S)cc1,20.1,-7.2,-5.4,-33.6,-0.7,-13.0,22.7,2.2,7.9,4.9,19.0
Cc1ccc2c(c1)=C/C(=C\c1c(O)[nH]c(=O)[nH]c1=O)C(=O)N=2,-0.2,0.9,-9.1,-4.9,16.4,-5.0,-3.6,10.5,1.8,4.2,19.2
c1ccc(NC2=NCCS2)cc1,10.7,-3.3,-1.2,-14.7,-16.5,8.5,17.6,12.7,-7.3,-20.4,-11.3
CC(=O)C1CCC2C3CCC4CC(O)CCC4(C)C3CCC12C#N (stereo unspecified),-16.9,-19.2,-0.8,-0.8,-0.7,-10.0,9.4,-2.3,9.2,-1.9,-6.8
CC(C)OCC(O)CN1CC2C[C@@H](C1)Cn1c2cccc1=O (stereo partly specified),3.0,3.7,-38.5,8.2,-7.5,0.6,-1.8,6.3,-20.9,11.0,-8.6
O=C1NC(=S)NC(=O)C1=Cc1ccc(OCC(=O)N2CCCC2)cc1,-1.6,0.6,7.8,6.4,2.8,17.6,4.1,-10.4,-5.5,-8.9,-18.4
COc1cc(OC)c(C=O)c(OC(=O)N(C)C)c1,-13.5,0.6,2.6,-6.9,-13.8,-22.0,0.4,6.5,-5.8,5.6,16.2
NC(Cc1ccc(Cl)cc1)c1csc(Nc2ccccn2)n1 (stereo unspecified),-32.4,nt,-14.6,-3.2,2.8,-14.8,-29.6,-10.4,0.7,-4.0,24.0
Cc1nn(C2CCOC(C)(C)C2)c2c1C(c1ccc(OC(C)C)cc1)SCC(=O)N2 (stereo unspecified),-0.8,-5.2,11.5,-0.2,-13.9,6.8,-3.7,7.0,-20.1,-14.4,11.7
C=CCN1C(=O)NC(=O)/C(=C/c2ccc(OCC(=O)Nc3ccc(C)cc3)cc2)C1=O,-31.6,0.3,-48.8,2.2,4.1,17.7,9.6,-18.4,6.1,-34.8,1.1
CCOc1ccc(N=Cc2c(O)n(CCc3ccc(OC)c(OC)c3)c(=O)[nH]c2=O)cc1,15.9,11.1,-9.6,-0.1,0.5,-2.4,28.6,20.2,8.0,1.4,9.0
CCCCC1C(=O)NC(=S)N(C)C1=O (stereo unspecified),-10.2,-0.4,-27.8,-13.2,-23.4,14.6,-7.0,7.6,-2.8,-3.5,-0.9
CC1(C)NCCN2C(=O)CSC21 (stereo unspecified),-25.1,-14.8,17.6,-10.7,22.7,-8.8,-11.6,-6.5,-11.4,12.5,16.7
COC(=O)c1ccc(NC(=O)NC(=O)Oc2ccccc2)cc1,6.5,6.9,10.8,0.4,-5.5,-9.7,1.6,-11.3,-3.2,0.9,-6.5
CN1CCN(c2ncnc3nc[nH]c23)CC1,3.3,1.2,-0.3,-0.2,-3.0,4.7,-4.1,13.8,-6.7,5.2,11.0
O=C(Nc1ccccc1OC(=O)N1CCCCC1)N1CCCCC1,-15.1,-7.2,5.4,14.4,12.3,-8.3,-1.1,6.7,-2.9,3.8,-0.1
CCN(CC)c1ccc(N=Cc2c(O)[nH]c(=O)[nH]c2=O)cc1,-8.3,-5.4,-25.9,10.2,6.6,7.6,-12.2,1.0,0.3,-17.9,-21.2
O=C1NCN(c2ccccc2)C12CCN(C(c1nnnn1-c1ccc3c(c1)OCCO3)C1CC1)CC2 (stereo unspecified),-12.9,nt,-12.5,2.0,-40.8,-13.0,16.6,10.4,-7.5,2.4,-4.8
O=C1CC(=O)N(c2cccc(Br)c2)C(=O)N1,9.9,-3.2,-25.8,0.8,2.5,5.1,-16.4,-5.0,-18.8,7.1,3.6
C[C@]12CC[C@@H](O)CC1=CC(=O)C1C2CC[C@]2(C)C(=O)CCC12 (stereo partly specified),-5.8,-12.1,-19.0,5.5,-8.0,4.7,1.2,-5.5,3.6,-12.7,-19.7
COCCNC(=O)CN1C(=O)C(C)N=C(c2ccccc2)c2cc(Cl)ccc21 (stereo unspecified),4.1,-12.5,-26.6,15.2,-14.1,5.1,-7.3,-3.3,1.1,-11.8,-5.7
O=c1[nH]c(=S)n(C2CCCCC2)c(O)c1/C=N/N1CCOCC1,-6.0,0.3,14.3,1.6,-3.4,-25.9,1.0,14.0,2.6,23.8,9.7
CSc1ncc(/C=C2/C(=O)NC(=O)N(C)C2=O)cn1,-5.3,5.0,-0.6,-12.0,26.9,3.3,-6.8,27.3,-2.8,12.2,5.4

# Assay outcomes deposited in PubChem BioAssay by several laboratories.
